Assay outcomes as filed in PubChem BioAssay.
hcDAF-12 act = H. contortus DAF-12 activation, primary screen; HEK293 hcDAF-12 lit1-tk-luc reporter, luminescence; 0% DMSO, 100% Δ7-dafachronic acid; activation, % at 6.8 µM; 370,000 compounds, 1.4% hits;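 active = activation above the mean of all tested compounds plus 3 SD, cut at about 5.5% in these data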;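 note: 100% = response to 3 µM Δ7-dafachronic acid high control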
NPR1 activator = GC-A (human) enzyme activation. HEK293 GC-A cells, cGMP TR-FRET, EC30 ANP; 0% at EC30 ANP, 100% saturating ANP. activation, % at 10 µM. 370,000 compounds, 0.14% hits. AID 1671463; in the data active = activation above about 40%
DAX1 inh-1 = DAX1 (NR0B1) inhibition, primary screen; HEK293T StAR-luciferase reporter, SF-1/DAX-1 repression relief; inhibition, % at 6.8 µM; 370,000 compounds, 1.1% hits; AID 652010;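 active = inhibition above the mean over all tested compounds plus 3 SD, cut at about 3.6% in these data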;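 note: 0% = DAX-1 cells with DMSO and 100% = cells lacking DAX-1 with DMSO; higher inhibition means more luminescence from relief of DAX-1 repression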
hgDAF-12 ag = activates the H. glycines DAF-12 receptor ligand-binding domain; HEK293 GAL4-hgDAF12 UAS-luciferase reporter, agonist luminescence; normalized to butyrate control; activation, % at 6.8 µM; 370,000 compounds, 1.8% hits; AID 687014;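 active = activation above a cutoff set at the mean of all screened compounds plus 3 SD, cut at about 10% in these data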;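 note: 0% = DMSO wells and 100% = sodium butyrate wells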
GAA850 FXN act = activators of GAA850 frataxin (FXN) promoter; HEK293 lucGAA850 FXN promoter luciferase reporter, 24 h; percent of 10 µM SAHA response; activation, % at 6 µM; 360,000 compounds, 0.56% hits;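 active = activation above the average of all compounds screened plus 3 SD, cutoff fixed separately per campaign, cut at about 7.5% in these data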;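 note: 0% = DMSO wells and 100% = 10 µM SAHA wells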
KLK7 zymogen act = activates the human kallikrein-7 zymogen; purified proKLK7, EDANS-DABCYL substrate fluorescence; 100% is mature enzyme control, 0% vehicle; P49862; activation, % at 7 µM; AID 652039; 370,000 compounds, 0.9% hits;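 active = activation above the mean of all tested compounds plus 3 SD, computed per campaign excluding outliers beyond control limits, cut at about 13% in these data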
Target sequence (P49862 whole entry, looked up): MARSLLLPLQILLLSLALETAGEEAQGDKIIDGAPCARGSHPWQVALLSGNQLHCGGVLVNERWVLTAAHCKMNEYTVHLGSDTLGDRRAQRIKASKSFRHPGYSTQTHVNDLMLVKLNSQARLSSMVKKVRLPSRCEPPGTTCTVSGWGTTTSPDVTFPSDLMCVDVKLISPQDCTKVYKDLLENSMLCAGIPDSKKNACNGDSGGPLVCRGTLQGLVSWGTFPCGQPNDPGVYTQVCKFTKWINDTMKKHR
SMARCA2 act = activators of SMARCA2 function; MG213 cells, MMTV-luciferase reporter, dexamethasone, overnight; activation, % at 9.1 µM; 370,000 compounds, 1% hits; AID 652017; in the data active = activation above about 7.8%;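 note: 0% = vehicle wells and 100% = reference activator wells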
ssDAF-12 act = activates DAF-12 receptor from parasite S. stercoralis; HEK293 ssDAF-12/GRIP1 lit1-tk-luc reporter, luminescence; % of 3 µM dafachronic acid response; activation, % at 6.8 µM; 370,000 compounds, 1% hits;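 active = activation above the mean over all tested compounds plus 3 SD, cut at about 0.9% in these data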;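 note: 0% = DMSO-only wells and 100% = 3 µM delta7-dafachronic acid wells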
HGIII-sPLA2 inh = Blocks human group III sPLA2 activity; QFRET BODIPY PC-A2 liposome hydrolysis, fluorescence; inhibition, % at 12.2 µM; 370,000 compounds, 0.56% hits; AID 743126;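 active = inhibition above mean plus 3 SD of compounds lying within the high and low control bounds, cut at about 19% in these data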;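 note: 0% = median of test compound wells and 100% = no enzyme DMSO wells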
Target sequence (Q9NZ20 whole entry, looked up): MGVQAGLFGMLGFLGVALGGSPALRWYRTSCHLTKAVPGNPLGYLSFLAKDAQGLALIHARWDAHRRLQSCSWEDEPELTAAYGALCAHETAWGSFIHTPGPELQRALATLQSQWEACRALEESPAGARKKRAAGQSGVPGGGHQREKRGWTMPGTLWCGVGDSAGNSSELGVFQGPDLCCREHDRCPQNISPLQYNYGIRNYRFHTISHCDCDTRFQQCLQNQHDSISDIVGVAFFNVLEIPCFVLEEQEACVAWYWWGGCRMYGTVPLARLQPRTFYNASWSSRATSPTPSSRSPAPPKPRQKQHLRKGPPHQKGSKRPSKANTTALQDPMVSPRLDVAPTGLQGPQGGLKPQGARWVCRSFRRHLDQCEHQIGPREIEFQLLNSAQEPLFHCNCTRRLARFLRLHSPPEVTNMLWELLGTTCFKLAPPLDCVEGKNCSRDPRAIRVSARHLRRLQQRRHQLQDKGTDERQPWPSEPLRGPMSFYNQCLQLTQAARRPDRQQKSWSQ
GC-B act = GC-B (human) receptor activation; HEK293-GC-B cells, CNP EC30, cGMP TR-FRET; 0% at EC30 CNP, 100% saturating CNP; activation, % at 10 µM; 370,000 compounds, 0.11% hits; AID 1920062;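 active = activation at 10 µM reaching about 35% in either raw or pattern-adjusted values, limit read from the data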
DAX1 inh-2 = inhibits human nuclear receptor DAX1. P51843. HEK293 Gal4-DAX1 luciferase reporter, luminescence. inhibition, % at 6.75 µM. 340,000 compounds, 0.99% hits. AID 504766;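 active = inhibition above the mean over all tested compounds plus 3 SD, cut at about 4.2% in these data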;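 note: 0% = DAX1-transfected cells with DMSO and 100% = empty-vector control cells with DMSO; inhibition shows as a rise in luminescence from relieved DAX1 repression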
The depositor's hits bear a star; · = not tested or not shown.

Below each SMILES: hcDAF-12 act, SMARCA2 act, KLK7 zymogen act, HGIII-sPLA2 inh, NPR1 activator, GAA850 FXN act, hgDAF-12 ag, DAX1 inh-2, DAX1 inh-1, GC-B act, ssDAF-12 act
> COc1ccc(NC(=O)C2CCCN(c3c4c(nc5ncnn35)CCC4)C2)cc1OC (stereo not given)
→ -1.1, -1, 0.1, -7, 1, 0.7, -2.9, 0.1, -1.1, -3, -1.7
> CC1(C(=O)NC2CCCC2)CCC(=O)N1C1CCN(Cc2ccccc2)CC1 (stereo not given)
→ 0.6, 1, 0.5, 5, 1, ·, 1.2, ·, 0.4, 2, -0.8
> COc1ccc(S(=O)(=O)NCc2ccco2)cc1-c1nnc2c3ccccc3c(C)nn12
→ -3.4, 2, 0.8, -7, 9, 1.6, -6.3, -0.6, -1.5, 9, -2.2
> COc1cc(OC)c(NC2=CC(=O)C(=O)c3ccccc32)cc1Cl
→ 1.2, -2, -0.6, 11, -9, -0.8, 0.2, -0.3, -0.2, -8, -1.0
> CC1(C)CC(=O)C2=C(C1)N1C(=C(C#N)C2c2ccc(Cl)cc2)N=C(N)c2ccccc21 (stereo not given)
→ 0.2, 0, -1.5, -2, -21, -7.2, -3.3, 3.3, -0.2, -12, -0.7
> COc1ccc(OC)c2c1sc(=NC(=O)C1CCCCC1)n2C
→ 1.0, -4, 0.0, 15, 3, 0.7, 0.7, 1.0, 0.2, -8, -1.0
> CC(C)(C)c1ccc(-c2noc(CCC(=O)NCC3CCCO3)n2)cc1 (stereo not given)
→ -5.8, -8, -0.7, -5, -7, -12, -12, -2.9, -1.5, -6, -3.0
> O=C(Nc1ccc(-c2nc3ccccc3[nH]2)cc1)c1ccccc1NS(=O)(=O)c1ccc(F)cc1
→ 1.6, -2, -1.4, -48, 3, 0.9, 0.3, -0.4, 0.2, 5, -0.8
> Nc1c(C(=O)Nc2ccccc2)sc2ncc([N+](=O)[O-])cc12
→ -1.4, 4, -0.1, 1, 1, 3.4, 3.3, ·, 0.2, -8, -0.8
> O=C(O)CCN1C(=O)/C(=C\c2ccncc2)SC1=S
→ -1.9, -6, -0.1, 9, 1, -1.3, -1.3, 0.3, 1.3, -1, -1.3
> CCOC(=O)[C@@H]1[C@H]2COc3ccccc3[C@H]2N2C(=O)N(c3cccc(F)c3)C(=O)[C@]12C
→ -0.3, -1, 0.5, 0, 0, -2.0, 0.8, 2.3, 0.1, -5, -0.9
> O=C(OCc1ccc(Cl)c(Cl)c1)c1cnccn1
→ -1.4, -2, -0.7, -2, -1, -2.7, -1.1, 0.9, -0.6, -2, -0.9
> CCCn1c(=S)[nH]c2cc(C(=O)N3CCc4ccccc4C3)ccc2c1=O
→ -1.3, -5, 0.0, 12, 6, -2.1, -1.6, 0.3, -0.3, 10, 0.3
> CCOc1ccc(C(=O)CCC(=O)NC2=NCCS2)cc1
→ -0.7, -2, 0.4, -3, -4, 1.7, 1.3, 0.6, -0.3, -2, -0.9
> Cc1ccc(Nc2nnc(SCC(=O)N(C)C3CCS(=O)(=O)C3)s2)cc1 (stereo not given)
→ 1.8, -3, 0.2, 2, -4, 3.3, 6.3, 1.0, 0.8, -1, -0.1
> CCc1c(C#N)c(N)nc(SCC(=O)OCc2ccccc2)c1C#N
→ -0.7, 7, 0.7, -2, 5, 0.4, 1.9, -0.3, -0.2, 5, -0.4
> Cc1ccc(NC(=O)N(C2=NCC(C)S2)c2ccccc2)cc1 (stereo not given)
→ 0.8, 1, 0.4, 2, 9, 1.4, 6.6, 1.6, 0.5, -1, -1.1
> Cc1cccc(/C=N/NC(=O)NC2CCCCC2)c1
→ -1.8, 6, 0.5, -1, -3, 4.3, -0.1, -1.4, 0.5, -4, -1.2
> N#CC(C(=O)c1ccccc1Cl)=C1SCCCS1
→ 1.1, -3, 0.1, 5, -2, -0.3, -3.1, ·, -0.7, 2, -0.5
> Cc1cc(C)n2nc(S(=O)(=O)NCCc3ccccc3)nc2n1
→ -2.0, -2, 1.1, 3, 4, 0.0, -3.7, 2.0, -0.8, -5, -2.1
> O=C(Cn1nnc2ccccc21)N/N=C\c1cccs1
→ -1.0, -1, 0.0, -2, 0, 1.3, -1.4, -0.4, -0.2, -1, -1.5
> COc1ccc(S(=O)(=O)Nc2ccc3c(c2)OCCO3)cc1Cl
→ -1.2, -2, 0.1, -12, -2, -2.1, -2.3, -0.5, -0.7, 1, -1.4
> COc1cc2[nH]c(=S)n(NC(=O)c3ccccc3)c(=O)c2cc1OC
→ -1.7, 4, -0.7, 9, 10, 1.4, -0.5, -0.1, 0.3, 2, -0.1
> COC(=O)c1ccc(-n2c(C)cc(C(=O)COC(=O)C3=COCCO3)c2C)cc1
→ -0.7, -1, 0.0, 5, 2, 0.4, 3.4, 0.8, -1.9, 3, -1.3
> Nc1[nH]n(-c2ccccc2)c(=O)c1N=Nc1ccc(F)cc1
→ 3.1, 2, 0.3, 10, -1, ·, 8.5, ·, 3.0, -6, -0.2
> CCn1ncc(Br)c1C(=O)Nc1cc(C)cc(C)c1
→ -1.5, 0, 0.2, -6, -2, 1.3, -0.9, 1.9, -0.6, 4, -0.1
> Cc1cc2nnc(SC(C)C)n2c2ccccc12
→ -2.6, 3, 0.7, -6, 1, 1.1, -0.1, -1.6, -0.4, 5, -1.0
> CCOC(=O)C1=C(C)N=c2s/c(=C\c3ccc(O)c([N+](=O)[O-])c3)c(=O)n2C1c1ccccc1OC (stereo not given)
→ -1.7, -2, -0.6, -8, -7, -0.9, 1.6, 1.2, -0.1, 0, -1.1
> Cc1ccc(C)c(OCCCC(=O)N2CCOCC2)c1
→ 1.7, -1, -1.1, 1, 1, 4.5, 7.3, 2.0, 1.0, 2, -1.0
> Cc1cc(C)c(NC(=O)C2CCCN(S(=O)(=O)c3c(C)noc3/C=C/N(C)C)C2)c(C)c1 (stereo not given)
→ -2.0, -1, -1.1, 1, 0, -0.9, -0.3, 0.4, 0.7, 1, -0.9
> O=C(N/N=C/c1c[nH]c2ccccc12)c1cc(-c2ccc(-c3ccccc3)cc2)n[nH]1
→ 7.8*, -2, -8.6, -6, 3, -1.1, 15*, 0.8, 1.4, -7, 0.9
> CCC(=O)OC1(C)C(=O)C=C2C=C(CCCC(=O)OC)OC=C2C1=O (stereo not given)
→ -1.6, 0, 3.2, -17, 3, 0.5, 0.0, -0.1, 0.1, 3, -1.2
> CC(C)c1csc(CN2CCC(CO)(Cc3cccc(F)c3)CC2)n1
→ -2.1, -3, -0.6, -10, 2, 1.0, -1.2, -1.3, -1.4, 0, -2.4
> COC(=O)[C@]12CCCCC=C1N(CCC1=CCCCC1)C(=O)[C@H](CC(=O)NCc1cccc3ccccc13)C2
→ -0.5, 0, -1.0, -11, -1, ·, -2.1, ·, -1.2, 4, -1.9
> COCCNC(=O)/C(C#N)=C1\N=C(NC(=O)c2ccco2)c2ccccc21
→ 2.7, -5, -0.8, -2, 1, -2.1, 0.0, 0.5, 0.5, -1, -1.0
> O=C(NCc1ccccc1)N1CCC(Cc2ccccc2)CC1
→ -2.4, -1, -0.4, -2, -2, 1.1, -1.0, 0.5, 0.1, -1, -2.0
> Cc1ccccc1NC(=O)CSc1nc(Nc2ccccc2)nc(N2CCOCC2)n1
→ -0.3, -1, 0.5, 9, 3, -0.6, 1.4, 1.0, 0.1, 1, -1.4
> COc1cccc(N(C(=O)c2snc(C(N)=O)c2N)C(C(=O)NCc2ccccc2)c2ccc(O)cc2)c1 (stereo not given)
→ -0.2, -3, -3.3, -36, -11, -2.9, -2.8, 1.3, -0.2, -13, -0.6
> O=C(Oc1ccc[nH]c1=O)c1cccc(Cl)c1
→ -0.8, -2, 0.5, 8, 7, 0.7, -3.3, 1.1, 0.1, -1, -0.7
> O=C(NCC1CCCO1)c1ccc(S(=O)(=O)Nc2ccccc2F)cc1 (stereo not given)
→ -1.3, -2, -0.3, 1, -3, 4.0, 1.7, 0.2, 1.3, 0, -1.3
> COc1ccc(C)cc1Nc1n[n+](-c2ccccc2)c(-c2cc(OC)c(OC)cc2Br)s1
→ 0.1, -1, 0.1, -4, -14, -1.4, 1.3, -0.4, -0.3, -17, -0.2
> Cc1ccc(C)c(N(CC(=O)NC2CCCC2)C(=O)c2csnn2)c1
→ -0.6, -2, 0.1, 2, -2, 0.3, -1.8, 0.1, -0.2, 3, -1.2
> O=c1c2ccccc2ncn1-c1cccc([N+](=O)[O-])c1
→ 0.9, -3, -0.1, 20*, 1, 2.2, 2.2, -0.5, 0.8, 3, -1.3
> COCCN1CCN(C(=O)c2ccc3nc(Cc4ccc(OC)c(OC)c4)oc3c2)CC1
→ -4.4, -4, 0.2, 5, 1, -1.1, -6.0, -1.9, -8.6, -3, -1.9
> O=C(CSc1nnc2ccccn12)Nc1ccc(S(=O)(=O)N2CCOCC2)cc1
→ 0.1, 1, 0.0, 4, 3, 1.4, 0.5, 0.8, -0.6, 4, -1.9
> CC(=O)N1CCN(c2ccc(NC(=O)c3cc4ccccc4o3)cc2)CC1
→ -2.0, -3, -0.3, 10, 1, 1.9, -0.6, -0.9, -0.4, 0, -1.8
> CSCCC(NC(=O)c1ccco1)C(=O)N1CCCCCCC1 (stereo not given)
→ -1.6, -4, 0.1, 7, -5, -0.4, 1.4, 0.6, -0.3, 1, -0.8
> CC(C)NC(=O)c1nn2c(C(F)(F)F)cc(-c3ccco3)nc2c1Cl
→ -0.1, 3, 0.9, 4, 3, -0.3, 0.3, -0.5, 0.1, 3, -1.8

Entries listed so far that contain a thiophene ring, fused or not, in the order listed:
Below each SMILES: hcDAF-12 act, SMARCA2 act, KLK7 zymogen act, HGIII-sPLA2 inh, NPR1 activator, GAA850 FXN act, hgDAF-12 ag, DAX1 inh-2, DAX1 inh-1, GC-B act, ssDAF-12 act
> Nc1c(C(=O)Nc2ccccc2)sc2ncc([N+](=O)[O-])cc12
→ -1.4, 4, -0.1, 1, 1, 3.4, 3.3, ·, 0.2, -8, -0.8
> O=C(Cn1nnc2ccccc21)N/N=C\c1cccs1
→ -1.0, -1, 0.0, -2, 0, 1.3, -1.4, -0.4, -0.2, -1, -1.5
